CFTR F508del cor: F508del CFTR correction, initial screen, CFBE line, single point; CFBE cells, YFP halide quenching; stimulated with forskolin plus potentiator P3; % fluorescence drop versus neutral controls; activity (quench increase), % at 7.58 µM; 350,000 compounds, 0.36% hits;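 active means mean added fluorescence quench of at least 8% versus neutral control, with both replicates also reaching 8%; inconclusive means only one of the mean or replicate conditions met; inactive means mean below 8% and not both replicates reaching 8%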;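 further: cells transiently co-express mutant CFTR-F508del with the halide-sensitive YFP; corrector assay measuring rescue of mutant channel to the surface after 24 h compound exposure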
EWS-Fli inh: EWS/Fli-driven NR0B1 reporter inhibitors, primary screen, A673 cells, NR0B1 luciferase, luminescence, MLPCN library | viability-normalised | 350,000 compounds, 0.67% hits | inhibition, % at 12.6 µM;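 active means mean inhibition of at least 50% after viability correction, with every replicate also passing that limit; inconclusive means mean reaches 50% but only one of two replicates passes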;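 further: firefly luciferase signal divided by Alamar Blue viability fluorescence both relative to DMSO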
DENV2 CPE: inhibitors of DENV2 cytopathic effect, primary screen, cell-based, plate reader, single concentration; DENV2-infected cells, cytopathic effect rescue; CPE inhibition, % at 9.99 µM; 350,000 compounds, 1.7% hits; AID 651640, 2012; in the data active means CPE inhibition above about 20%, passing the limit was not always enough; inconclusive means no clear call, values can overlap the other calls; tested in BHK-21 cells;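 further: 0% = median of neutral control wells and 100% = median of positive control wells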
ARNT-TACC3 inh: disruptors of ARNT/TACC3 protein interaction, primary screen, biochemical, AlphaScreen, single concentration; Transforming acidic coiled-coil-containing protein 3 (Homo sapiens), Q9Y6A5; AlphaScreen His-ARNT PAS-B/GST-TACC3 binding, luminescence; TACC3 fragment carries E629A point mutation; inhibition, % at 9.99 µM; 390,000 compounds, 0.66% hits; AID 623870, 2012;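 active means mean inhibition of replicates at least 50% and at least half of replicates each reaching 50%; inconclusive means half or more replicates reach 50% but mean below 50%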;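 further: 0% = complete ARNT plus TACC3 wells and 100% = ARNT alone without TACC3; many hits fall short of the cut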
PAX8 reporter: inhibitors of PAX8-driven TPO luciferase reporter, primary screen, RMG-I cells, single concentration; 360,000 compounds, 1.2% hits; AID 652154, 2013; inhibition, % at 12.6 µM; SteadyGlo, 24 h;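 active means mean replicate inhibition at least 60% with every replicate also reaching 60%; inconclusive means only one of the two criteria is met; inactive means mean below 60% and not all replicates reaching 60%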;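 further: luciferase light reporting Pax8 driven TPO promoter activity; plate controls were median of neutral control wells for no effect and mitoxantrone controls for full effect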
XiGFP reactiv: activators of inactive X chromosome reactivation, primary screen, imaging, XiGFP fibroblasts, GFP high-content imaging, set 2. XiGFP mouse fibroblasts, % GFP-positive cells imaging, 3 d; cells co-treated with 5-aza-dC sensitizer; scaled so ellipticine positive control = 100%. activation, % at 7.58 µM. 360,000 compounds, 0.055% hits;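 active means mean normalized replicate activation at least 10% and every replicate at or above 10%; inconclusive means only one of the two criteria met; inactive means mean below 10% and not all replicates reach 10%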;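 further: 0% = median of on-plate neutral control wells and 100% = ellipticine 6 µM median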
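System: SV40-immortalized XiGFP fibroblast cells, line 68-5-11 / Incubation: 3-day compound exposure, then 15 min fixation at room temperature / Compound: single concentration per compound, delivered by pin transfer / Buffer or medium: DMEM plus 5-aza-dC sensitizer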
ERp5 block: inhibitors of ERp5-driven insulin aggregation, primary screen, biochemical, turbidity, absorbance 650 nm, single point; Protein disulfide-isomerase A6 (Homo sapiens), Q15084; 90 min; inhibition, % at 9.99 µM; 350,000 compounds, 0.05% hits;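 active means mean replicate inhibition above about 25%, with every replicate also reaching it, limit read from the data, passing the limit was not always enough; inconclusive means only one of those two criteria met; inactive means neither criterion met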
Target sequence (Q15084 whole entry, looked up): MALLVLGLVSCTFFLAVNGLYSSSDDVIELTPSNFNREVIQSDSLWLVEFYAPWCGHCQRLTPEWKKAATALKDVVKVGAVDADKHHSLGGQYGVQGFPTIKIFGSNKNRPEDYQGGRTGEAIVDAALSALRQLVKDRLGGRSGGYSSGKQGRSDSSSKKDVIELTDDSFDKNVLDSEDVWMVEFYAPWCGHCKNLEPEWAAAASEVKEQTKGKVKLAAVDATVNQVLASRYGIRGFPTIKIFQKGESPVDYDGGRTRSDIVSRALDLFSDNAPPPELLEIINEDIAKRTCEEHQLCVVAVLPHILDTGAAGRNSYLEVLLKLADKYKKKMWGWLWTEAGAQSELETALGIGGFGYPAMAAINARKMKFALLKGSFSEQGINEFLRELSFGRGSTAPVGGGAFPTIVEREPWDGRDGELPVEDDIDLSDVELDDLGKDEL
GSIS activator: GLuc luminescence reporter in INS-1E cells, primary screen for activators of glucose-dependent secretion of insulin; activation, % at 16.6 µM; 370,000 compounds, 0.61% hits; INS-1E GLuc reporter insulin secretion, 2-3 h;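 active means lowest replicate activation of at least 40%, so every replicate reaches that level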;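 further: 0% = median of neutral control wells and 100% = median of IBMX positive control wells; some compounds called inactive have numbers as strong as hits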
Starred values were filed as active, the others as inactive; ? = inconclusive; . = not tested or not shown. The order is random; overall some 4.2% were active at least once.

Short keys – A = CFTR F508del cor; B = EWS-Fli inh; C = DENV2 CPE; D = ARNT-TACC3 inh; E = PAX8 reporter; F = XiGFP reactiv; G = ERp5 block; H = GSIS activator
> O=C(CCNC(=O)c1ccccc1Cl)Nc1cccc(C(F)(F)F)c1
  A = 1.1	B = 2	C = .	D = -4	E = 1	F = 0.2	G = 0	H = -7

> CCC(=O)N1[C@@H]2c3ccc(-c4ccc(F)cc4)c(=O)n3C[C@@H]2[C@@H](CO)[C@@H]1C(=O)N(C)C
  A = .	B = -5	C = 0	D = -2	E = .	F = 0.2	G = 6	H = 10

> CC(=O)N1CCN(Cc2cc(=O)oc3ccccc23)CC1
  A = 2.0	B = -10	C = ?	D = .	E = -13	F = 0.1	G = 7	H = 11

> CCC(=O)N1[C@H](CO)[C@H](c2ccc(-c3cncnc3)cc2)[C@@H]1CN(C)C(C)=O
  A = 1.9	B = .	C = 11	D = .	E = .	F = 0.1	G = -3	H = 0

> O=C(CCc1nnc(C2(c3ccc(Cl)cc3)CCC2)o1)N1CCCC(O)C1 (stereo not drawn)
  A = -2.6	B = -4	C = -8	D = -7	E = -17	F = 0.1	G = 11	H = 24

> Cc1ccc(SCC(=O)OCn2nnc3ccccc3c2=O)cc1C
  A = .	B = .	C = 4	D = .	E = 15	F = 0.0	G = 2	H = 8

> CCCCOP(=O)(OCCCC)C(O)c1ccc(N(C)C)cc1 (stereo not drawn)
  A = 1.7	B = 6	C = 17	D = -11	E = -7	F = -0.1	G = 5	H = -3

> CCCN1C[C@@H](C)[C@@H](OC)CN(C)C(=O)c2cc(NC(=O)c3ccccc3)ccc2OC[C@H]1C
  A = 1.3	B = 0	C = -10	D = 1	E = -6	F = 0.2	G = 7	H = -5

> C[C@@H]1CN([C@H](C)CO)C(=O)c2cc(-c3cccc(C#N)c3)cnc2O[C@H]1CN(C)C(=O)c1ccccn1
  A = 0.0	B = 6	C = 4	D = 1	E = .	F = -1.7	G = 17	H = 31

> CCOC(=O)[C@@H]1[C@H]2COc3cc(OC)ccc3[C@@H]2N2C(=O)N(c3ccc(C(F)(F)F)cc3)C(=O)[C@@]12C
  A = -1.0	B = -5	C = -2	D = -7	E = 5	F = 0.0	G = 0	H = -32

> CC(C)C(OC(=O)c1cc2occc2n1C)C(=O)NCc1ccc2c(c1)OCO2 (stereo not drawn)
  A = -0.6	B = -6	C = .	D = 5	E = .	F = .	G = 5	H = 12

> CC(C)c1ccc(N(CC(=O)NCc2ccc(F)cc2)C(=O)c2snc(C(N)=O)c2N)cc1
  A = -0.9	B = 16	C = 12	D = 1	E = 15	F = 0.3	G = -1	H = 39

> CC1=NN=C(c2ccccc2)C(c2c[nH]c3ccccc23)N1O (stereo not drawn)
  A = .	B = .	C = .	D = 3	E = 14	F = -0.2	G = .	H = 14

> O=C(NCC1CC1)c1ccc2nc([C@@H]3O[C@H](CO)[C@H](O)[C@H](O)[C@H]3O)[nH]c2c1
  A = -2.0	B = -7	C = -9	D = .	E = -8	F = -0.1	G = 3	H = 1

> COc1ccc(C(C(=O)NC2CCCCC2)N(C(=O)c2snc(C(N)=O)c2N)c2ccc(OC)cc2OC)cc1 (stereo not drawn)
  A = 2.0	B = 11	C = 2	D = .	E = 12	F = 0.5	G = -1	H = 1

> O=S(=O)(c1ccc(Cl)cc1)N1CCC(n2cccc2)CC1
  A = -0.1	B = 13	C = -6	D = -2	E = -2	F = 0.0	G = 2	H = -30

> C/C(CC(=O)Nc1ccc(Cl)cc1Cl)=N\NC(=O)c1ccco1
  A = .	B = .	C = .	D = 1	E = 15	F = -0.1	G = .	H = -2

> O=C(Cc1cccc(NC(=O)C2CCCN(C(=O)CCc3ccccc3)C2)c1)Nc1ccc(C(=O)N2CCCCC2)cc1 (stereo not drawn)
  A = 1.2	B = -4	C = 3	D = -2	E = 16	F = 0.0	G = 9	H = -45

> C#CCCc1cocc1/C=[N+](\[O-])c1ccc(C(=O)OCC)cc1
  A = 4.1	B = -6	C = -37	D = -1	E = -93	F = 0.1	G = -6	H = .

> CO[C@H]1CN(C)C(=O)c2ccc(NC(=O)C3CCC3)cc2OC[C@@H](C)NC[C@H]1C
  A = .	B = 10	C = -4	D = -1	E = 10	F = 0.1	G = 5	H = 10

> C[C@@H]1CN([C@H](C)CO)C(=O)c2cccc(NC(=O)C3CCOCC3)c2O[C@H]1CN(C)Cc1ccc(Oc2ccccc2)cc1
  A = -3.1	B = 4	C = 25*	D = 18	E = 43	F = 0.1	G = 1	H = -41

> O=C1C(=O)N(CCCO)C(c2ccccc2)/C1=C(\O)c1ccc(Br)cc1 (stereo not drawn)
  A = 2.0	B = -13	C = ?	D = -16	E = -1	F = 2.7	G = -7	H = -13

> CN(C)CC(=O)N1CC2(C1)[C@@H](c1ccccc1)[C@@H](CO)N2S(C)(=O)=O
  A = 1.7	B = 0	C = -12	D = .	E = -20	F = 0.0	G = 0	H = 6

> O=C(N/N=C/c1sc(=O)[nH]c1-[n+]1ccc2ccccc2c1)c1ccccc1[O-]
  A = 3.3	B = -9	C = -5	D = 11	E = 15	F = 0.0	G = -4	H = -5

> CN(CC(=O)Nc1ccccc1Cl)C(=O)COC(=O)c1ccc(-c2ccc(O)cc2)cc1
  A = -6.3	B = 5	C = -5	D = -5	E = -16	F = 0.3	G = 1	H = 3

The list continues:
Short keys – A = CFTR F508del cor; B = EWS-Fli inh; C = DENV2 CPE; D = ARNT-TACC3 inh; E = PAX8 reporter; F = XiGFP reactiv; G = ERp5 block; H = GSIS activator
> O=C(O)/C=C/c1ccc(S(=O)(=O)Nc2ccc(C(=O)NCC(=O)O)cc2)cc1
  A = -1.0	B = 5	C = .	D = -3	E = -5	F = 0.1	G = 4	H = 16

> CN(C)S(=O)(=O)c1ccc(NC(=O)C2CCCN(C(=O)c3ccc(Cl)cc3)C2)cc1 (stereo not drawn)
  A = .	B = .	C = .	D = 20	E = -4	F = -0.1	G = .	H = -22

> C/C(CC(=O)Nc1cccc(Cl)c1Cl)=N\NC(=O)c1ccccc1N
  A = -0.9	B = 2	C = .	D = -3	E = 8	F = 0.2	G = 3	H = 2

> O=C(C1CCOCC1)N1CC2(C1)[C@H](c1ccccc1)[C@@H](CO)N2Cc1ccc(Cl)cc1
  A = -1.8	B = 2	C = 29*	D = .	E = .	F = 0.3	G = 0	H = -2

> O=C(Nc1cccc(S(=O)(=O)N2CCCCC2)c1)C1CCN(C(=O)c2ccc(Cl)cc2)CC1
  A = 1.5	B = -36	C = 14	D = .	E = 27	F = 0.0	G = -6	H = -50

> COCC(=O)N1CC2(C1)[C@H](c1ccc(-c3cccc(C)c3)cc1)[C@@H](CO)N2C(=O)C1CC1
  A = 0.9	B = -1	C = -15	D = .	E = 3	F = 0.2	G = -1	H = -12

> CN(C)CC#Cc1ccc([C@@H]2[C@@H](CO)N3C(=O)CN(C(=O)c4ccc(F)cc4)C[C@H]23)cc1
  A = -0.2	B = -8	C = 1	D = .	E = -20	F = 0.2	G = 0	H = 1

> NC(=O)c1sc2nc(-c3ccccc3)c3c(c2c1N)CCCC3
  A = 1.5	B = 2	C = -1	D = 1	E = 7	F = 0.1	G = -1	H = -14

> CCCC#C/C(CCC)=C1\c2ccccc2C(=O)N1c1ccccc1
  A = 6.0	B = -7	C = -19	D = .	E = -7	F = -0.1	G = -4	H = -42

> CCOC(=O)c1ccc(N2CCN(C(C)=O)CC2)c(NC(=O)c2cccnc2)c1
  A = 1.4	B = 7	C = -3	D = 25	E = 23	F = 0.2	G = -1	H = 9

> COc1ccc(/C=C2/C(=O)OCc3cc(OC)c(OC)cc32)cc1
  A = .	B = .	C = .	D = 11	E = 17	F = 0.0	G = .	H = 113*

> CN1CCC(N(C)C(=O)/C(C#N)=C/c2ccccc2)CC1
  A = -2.7	B = 3	C = 1	D = -8	E = -4	F = 0.0	G = 6	H = 3

> COc1ccc(NC(=O)C2CCN(S(=O)(=O)c3ccc4c(c3)CC(C)N4C(C)=O)CC2)c(OC)c1 (stereo not drawn)
  A = 0.7	B = 2	C = 14	D = 0	E = 4	F = 0.0	G = 5	H = -4

> O=c1c2cc(-c3ccccc3)sc2nc2n1CCC2
  A = 0.5	B = -31	C = 7	D = .	E = -120	F = 0.0	G = -1	H = -22

> C[C@@H](NC(=O)C[C@H]1CC[C@H]2[C@@H](COC[C@@H](O)CN2Cc2cc(F)ccc2F)O1)c1ccccc1
  A = 0.7	B = 5	C = -1	D = 6	E = 22	F = 0.0	G = -2	H = 9

> O=[N+]([O-])c1ccccc1Oc1ncccc1[N+](=O)[O-]
  A = -6.4	B = 4	C = 5	D = 0	E = 5	F = -0.3	G = 4	H = 15

> CC(=O)Nc1ccc2c(c1)-c1ccc(F)cc1C2
  A = -5.9	B = -42	C = 15	D = -5	E = -44	F = 0.0	G = -8	H = 21

> COc1cc(/C=C(/C#N)C(=O)Nc2ccc(Cl)cc2)ccc1Oc1nc(Cl)ncc1F
  A = -0.8	B = 10	C = -3	D = -1	E = 4	F = 0.0	G = -4	H = 16

> C[C@@H]1CN([C@@H](C)CO)C(=O)c2c(c3ccccc3n2C)-c2ccccc2CO[C@@H]1CN(C)C(=O)NC1CCCCC1
  A = 1.1	B = 7	C = 5	D = 6	E = -19	F = 0.3	G = 0	H = 4

> COc1ccc(-n2c(SCC(=O)NCc3ccco3)nc3sc4c(c3c2=O)CCN(C)C4)cc1
  A = 1.7	B = .	C = -2	D = 10	E = -24	F = 0.0	G = 2	H = 0

Complete entries from above.
C[C@@H](NC(=O)C[C@H]1CC[C@H]2[C@@H](COC[C@@H](O)CN2Cc2cc(F)ccc2F)O1)c1ccccc1 as listed: CFTR F508del cor = 0.7; EWS-Fli inh = 5; DENV2 CPE = -1; ARNT-TACC3 inh = 6; PAX8 reporter = 22; XiGFP reactiv = 0.0; ERp5 block = -2; GSIS activator = 9
CC(=O)Nc1ccc2c(c1)-c1ccc(F)cc1C2 as listed: CFTR F508del cor = -5.9; EWS-Fli inh = -42; DENV2 CPE = 15; ARNT-TACC3 inh = -5; PAX8 reporter = -44; XiGFP reactiv = 0.0; ERp5 block = -8; GSIS activator = 21
